T cell HTS = T cell immune modulation candidate; 2C CD8+ T cell-vesicle binding, flow cytometry; hits give low values; actives 0.068% (n = 330,000); calls only at 7 µM;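 active = response, share of CD8 T cells binding vesicles, and their 90th percentile fluorescence all below set limits, cut at about 80% in these data, passing the limit was not always enough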
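Test system: purified 2C TCR transgenic mouse naive CD8+ T cells. Probe or stimulus: QL9-peptide-loaded Drosophila micro-vesicles bearing Ld, ICAM-1 and B7-1. Incubation: binding step 1.5 h, 37 °C, antibody labelling 20 min, ice. Measured by: flow cytometry of vesicle-bound cells.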
T cell HTS vesicle-bound % = further read-out of T cell HTS, marked with its call; double positive events, %; measured here: CD8+ vesicle-bound cell fraction;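 binding gate set so that unloaded-vesicle control wells show 10% double positive cells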
The depositor's hits bear a star; i = inactive.

SMILES	T cell HTS	T cell HTS vesicle-bound %
NS(=O)(=O)c1cc(C(=O)OCC(=O)N2CCOCC2)ccc1Cl	i	19.6
NC(=O)NC(=O)C(c1ccccc1)N1CCN(S(=O)(=O)c2ccc(Br)s2)CC1 (stereo unspecified)	i	41.8
CC(C)Cn1c(SCC(=O)N2CCc3ccccc3C2)nc(O)cc1=O	i	28.3
O=C(O)c1ccccc1N(c1ccccc1)c1ccccc1	i	36.6
CCCN(C(=O)/C=C/c1ccc(S(=O)(=O)N(CC)CC)cc1)C1CCS(=O)(=O)C1 (stereo unspecified)	i	15.4
CCOc1ccc(CN2CCNC(=O)C2CC(=O)NC2CCCCCC2)cc1 (stereo unspecified)	i	25.0
CC(=O)N(Cc1cc(=O)[nH]c2ccccc12)c1ccc(C)cc1C	i	57.9
CC(C)(C)C(=O)COC(=O)c1ccc2c(c1)C(=O)N(Cc1ccco1)C2=O	i	31.4
CCOC(=O)c1c(C)[nH]c(C(=O)NCc2ccccn2)c1C	i	13.8
CCOc1cccc(C(=O)Nc2ccc3[nH]ncc3c2)c1	i	54.2
CC1(C)CC(NC(=O)Cc2ccccc2)CC(C)(C)N1	i	58.2
Cc1nn(-c2ccccc2)c(C)c1-c1ccccc1O	i	55.7
C=C(C)[C@H]1CC=C(C)C(=O)C1	i	34.8
COc1ccc(N(C)S(=O)(=O)c2cccc(C(=O)Nc3cccc(C(=O)NC4CC4)c3)c2)cc1	i	44.2
COc1ccc(Cl)cc1S(=O)(=O)N1CCCC(C(=O)N2CCCC2)C1 (stereo unspecified)	i	13.0
Cc1ccccc1N1CC(C(=O)Nc2ccc3c(c2)OCO3)CC1=O (stereo unspecified)	i	20.4
CCc1nnc(NC(=O)c2ncc(Cl)c(Cl)c2Cl)s1	i	9.0
Cc1ccccc1N(C(=O)c1csnn1)C(C(=O)NC1CCCC1)c1ccncc1 (stereo unspecified)	i	36.0
CC1CC(=O)N(CC(=O)Nc2ccc(F)cc2)c2ccccc2S1(=O)=O (stereo unspecified)	i	23.2
COc1ccc(-c2cc(C)no2)cc1S(=O)(=O)Nc1ccccc1	i	11.6
COc1ccc(OCCCC(=O)NNC(=O)CCN2CCN(c3ccccc3)CC2)cc1	i	8.3
CCC(=O)N1CCc2cc(S(=O)(=O)N3CCCCCC3)ccc21	i	24.2
C#CCOCCOCCOCCNc1nc(N2CCN(C(=O)[C@H](CCCCN)n3cc([C@@H](N)[C@H](C)CC)nn3)CC2)nc(N2CCN(C(=O)[C@H](CCC(=O)O)n3cc([C@@H](N)CCSC)nn3)CC2)n1	i	7.6
Cc1cc(Nc2ccc([N+](=O)[O-])cc2)c2ccccc2n1	i	61.5
CCn1cc(C(=O)NCc2ccc(C)cc2)c(=O)c2cc(S(=O)(=O)N(C)C)ccc21	i	50.0

Single records, from the list above:
Listed for `C#CCOCCOCCOCCNc1nc(N2CCN(C(=O)[C@H](CCCCN)n3cc([C@@H](N)[C@H](C)CC)nn3)CC2)nc(N2CCN(C(=O)[C@H](CCC(=O)O)n3cc([C@@H](N)CCSC)nn3)CC2)n1` : T cell HTS = i; T cell HTS vesicle-bound % = 7.6
Listed for `COc1ccc(OCCCC(=O)NNC(=O)CCN2CCN(c3ccccc3)CC2)cc1` : T cell HTS = i; T cell HTS vesicle-bound % = 8.3
Listed for `COc1ccc(N(C)S(=O)(=O)c2cccc(C(=O)Nc3cccc(C(=O)NC4CC4)c3)c2)cc1` : T cell HTS = i; T cell HTS vesicle-bound % = 44.2

Two entries picked at random from those above, as already listed:
SMILES	T cell HTS	T cell HTS vesicle-bound %
CC(C)Cn1c(SCC(=O)N2CCc3ccccc3C2)nc(O)cc1=O	i	28.3
CCC(=O)N1CCc2cc(S(=O)(=O)N3CCCCCC3)ccc21	i	24.2

Next part:
SMILES	T cell HTS	T cell HTS vesicle-bound %
COCCCn1c(=O)c2ccccc2n(Cc2ccc(C)cc2)c1=O	i	34.7
N#C/C(=C\c1c[nH]c2ccccc12)C(=O)NC1CCCC1	i	15.7
CC(Oc1cccnc1[N+](=O)[O-])C(=O)Nc1cccc(Cl)c1 (stereo unspecified)	i	19.1
CCN(c1ccccc1)S(=O)(=O)c1cccc(C(=O)N(C)CCOc2ccccc2)c1	i	33.3
O=C(CN1C(=O)NC2(CCCc3ccccc32)C1=O)NCc1cccs1 (stereo unspecified)	i	43.8
O=C(CSc1n[nH]c(-c2cccs2)n1)N1CCCC1	i	52.6
Cc1ccc2c(=O)n3c(nc2c1)C(Cc1ccccc1)NC(=O)c1ccc(Cl)cc1-3 (stereo unspecified)	i	48.1
COc1ccccc1C(=O)N/C(=C\c1cn(S(=O)(=O)N(C)C)c2ccccc12)C(=O)NCCN1CCOCC1	i	63.1
CC(=O)c1ccc(OCCCC(=O)NCCc2ccccc2)cc1	i	61.0
O=C(NCC(=O)N(c1ccc(Cl)cc1)C(C(=O)NC1CCCC1)c1cccnc1)c1ccco1 (stereo unspecified)	i	30.2
Cc1ccccc1N1CCN(C2CCCN(C(=O)c3cc[n+]([O-])cc3)C2)CC1 (stereo unspecified)	i	49.7
CN(C(=O)c1cccc(NC(=O)C2CCN(C(=O)OC(C)(C)C)CC2)c1)C1CCCCC1	i	12.7
COc1cc2c(cc1OC)n(CC(=O)NC1CCCCCC1)n1c(C)cc(=O)nc21	i	18.2
Cc1cccc(C(=O)NCC(=O)OCC(=O)c2ccc(C)s2)c1	i	15.9
CCc1ccc(S(=O)(=O)Nc2cc3c(cc2N2CCCCC2)n(C)c(=O)c(=O)n3C)cc1	i	5.6
COc1cccc(CNC(=O)CCC(=O)N2Cc3cccc(OC)c3Oc3ncccc32)c1OC	i	45.6
COc1ccc(C(=O)N2CCCC(CCC(=O)N3CCN(c4ccccn4)CC3)C2)cc1 (stereo unspecified)	i	21.6
Cc1cccn(Cc2c(Cl)cccc2Cl)c1=O	i	12.3
CCOC(=O)C1CCCN(C/C=C/c2ccccc2)C1 (stereo unspecified)	i	58.0
CN(C)c1ccc(C(=O)Nc2ccc(S(=O)(=O)Nc3nccs3)cc2)cc1	i	10.7
CC(Sc1ccc(Cl)cc1)C(=O)N(C)CC(=O)Nc1ccc(N2CCOCC2)cc1 (stereo unspecified)	i	29.0
CCCCNC(=O)N(O)C1N(/N=C/c2ccccc2O)C(=S)SC1(C)C (stereo unspecified)	i	49.6
CN1C(=O)NC(c2ccccc2[N+](=O)[O-])C2=C1CCCC2=O (stereo unspecified)	i	34.6
NC(=O)CC1C(=O)N(c2ccccc2)C(=S)N1NC(=O)c1ccc(Br)cc1 (stereo unspecified)	i	40.2
Cc1ccc(C(=O)N2c3ccccc3OCC2C)cc1 (stereo unspecified)	i	50.0

Next section
SMILES	T cell HTS	T cell HTS vesicle-bound %
O=C(CN(C(=O)c1csnn1)c1ccc(Cl)cc1)NCCc1ccccc1	i	42.5
O=C(NCC(=O)N(c1ccccc1)C(C(=O)NC1CCCC1)c1ccncc1)c1cccs1 (stereo unspecified)	i	43.5
CC(=O)Nc1ccc(S(=O)(=O)NCCC(=O)OCC(=O)NNC(=O)c2ccccc2)cc1	i	55.4
Cc1cc(C)n(CC(O)COc2ccc(C(C)C)c(C)c2)n1 (stereo unspecified)	i	30.3
CCCCN(C(=O)c1cc2c(s1)CCCCC2)c1c(N)n(CCC)c(=O)[nH]c1=O	i	36.1
O=S(=O)(c1cccc2nonc12)N1CCCCC1	i	34.6
CC1CCN(CCc2nc3cc(NC(=O)C(C)C)ccc3n2C)CC1	i	9.3
COc1ccc(C(=O)Nc2nc(CC(=O)NCCc3ccccc3)cs2)cc1	i	20.6
Cc1ccn2cc(C(=O)N3CCN(c4cnn(-c5ccccc5)c(=O)c4Cl)CC3)nc2c1	i	44.2
O=C(CCSCc1cccc(F)c1)NCc1ccc(F)cc1	i	40.0
Cc1[nH]c2ccccc2c1C(=O)C(=O)Nc1ccc2c(c1)OCO2	i	50.1
COc1ccc(N2CCN(C(=O)c3cn(CC4CCCCC4)nn3)CC2)cc1	i	25.6
COC(=O)Cn1cnc2c(nnn2-c2ccc(OC)cc2)c1=O	i	23.1
CCN(C(=O)CSc1nnc(-c2ccco2)n1CC)c1c(N)n(Cc2ccccc2)c(=O)[nH]c1=O	i	34.7
Cc1cc(NC(=O)CSc2nnc(NCc3ccco3)s2)no1	i	44.1
CN1C(=O)/C(=C\c2ccccc2F)Sc2ccc(C(=O)NC3CCN(Cc4ccccc4)CC3)cc21	i	8.4
Cc1ccccc1N1CCN(C2CCCN(C(=O)c3csc(C(C)C)n3)C2)CC1 (stereo unspecified)	i	23.6
Cc1ccc(CNC(=O)C2CCC(=O)N2Cc2ccc(C)cc2)cc1 (stereo unspecified)	i	45.5
O=C(Nc1ccccc1Oc1cccnc1)C1CCCN(C/C=C/c2ccc(F)cc2)C1 (stereo unspecified)	i	6.1
C=CCC[C@H](Cc1ccc(F)cc1)C(=O)OC[C@H]1CCCN1C(=O)[C@@H](CC=C)CC(=O)NCCO	i	23.8
CCOC(=O)CCCC(=O)Nc1ncnc2c1C(c1ccccc1)c1c(ccc3ccccc13)O2 (stereo unspecified)	i	7.6
CSc1ccccc1OCc1cc(C(=O)NC2CCOC2)no1 (stereo unspecified)	i	17.2
O=C(O)[C@H]1CCCC[C@H]1C(=O)Nc1ccc(S(=O)(=O)N2CCOCC2)cc1	i	17.6
CCn1cc(/C=C(\NC(=O)c2ccccc2OC)C(=O)N2CCN(C)CC2)c2ccccc21	i	16.6
O=S(=O)(Nc1cc(Cl)ccc1-n1cncn1)c1ccc(F)cc1	i	46.6

Next compounds follow:
SMILES	T cell HTS	T cell HTS vesicle-bound %
CC(=O)N1CCN(S(=O)(=O)c2cccc(C(=O)NNC(=O)COc3c(C)cccc3C)c2)CC1	i	29.8
O=[N+]([O-])c1cc2c(cc1CN1CCN(c3ccccc3F)CC1)OCO2	i	48.6
CC(=O)Nc1ccc(S(=O)(=O)NCC(=O)OCC(=O)N2CCCCCC2)cc1	i	42.3
COc1cccc(NC(=O)C2CCN(S(=O)(=O)c3ccc4c(c3)NC(=O)C(C)S4)CC2)c1 (stereo unspecified)	i	10.6
COc1cccc(NC(=O)CSc2ccc3nnc(-c4ccccn4)n3n2)c1	i	66.8
Cc1ccc(CNC(=O)Cn2ccc3cc(S(=O)(=O)N4CCCCCC4)ccc32)cc1	i	29.7
COc1ccc(C(=O)OCC#CCSc2nnc(-c3cccc4ccccc34)o2)cc1	i	9.2
COc1cccc(CN2c3ccc(Br)cc3C(=O)CS2(=O)=O)c1	i	16.6
CC(C)C[C@@H](CO)N1CCN(Cc2ccc(O)cc2)CCC1=O	i	9.0
O=C1c2ccc(Oc3ccc([N+](=O)[O-])cc3)cc2C(=O)N1CCCO	i	60.5
CC1CCN(C(=O)COC(=O)CNC(=O)C23CC4CC(CC(C4)C2)C3)CC1	i	27.8
COc1ccc(C(=O)Nc2ccc(NC(C)=O)cc2)cc1S(=O)(=O)N1CCCCC1C (stereo unspecified)	i	22.8
CC1Cc2ccccc2N1S(=O)(=O)c1cccc(C(=O)N2Cc3ccccc3CC2C(N)=O)c1 (stereo unspecified)	i	45.5
NC(=O)c1ccc(NC(=O)CC23CC4CC(CC(Br)(C4)C2)C3)cc1	i	32.1
CCCCn1c(N)c(N(CC(C)C)C(=O)C2CCC2)c(=O)[nH]c1=O	i	42.9
COc1ccc(O)c(C(=O)c2cnn(S(=O)(=O)c3ccc(C)cc3)c2)c1	i	26.7
CC[C@H](C)[C@@H](C(=O)NCCCCCCCCCCC(=O)N1CCNCC1)n1cc(CCCCCN)nn1	i	32.6
Cc1ccc(C(C(=O)NC(C)(C)C)N(C(=O)CCC(=O)Nc2ccccn2)c2ccccc2F)cc1 (stereo unspecified)	i	22.5
O=S(=O)(N=C(NS(=O)(=O)c1ccc(Cl)cc1)c1ccccc1)c1ccc(Cl)cc1	i	18.6
Cc1ccc(C(C(=O)NCc2ccc(F)cc2)N(C(=O)c2csnn2)C2CC2)cc1 (stereo unspecified)	i	24.0
O=C1N(c2ccccc2C(F)(F)F)O[C@@]1(c1ccccc1)C1CCCCC1	i	24.9
O=C(O)CN1C(=O)C2(OCCO2)c2cc(Br)ccc21	i	34.2
CC(C)CCN1CCNC(=O)C1CC(=O)NCCCN1CCOCC1 (stereo unspecified)	i	10.4
Cc1cccc(C(C)C)c1NC(=O)COC(=O)CCN1C(=O)C2CC=CCC2C1=O (stereo unspecified)	i	53.2
C=CCSc1ncccc1C(=O)NCCc1ccccc1	i	30.7

In another format: entries from further up
Molecule | T cell HTS | T cell HTS vesicle-bound %
O=S(=O)(N=C(NS(=O)(=O)c1ccc(Cl)cc1)c1ccccc1)c1ccc(Cl)cc1 | i | 18.6
NC(=O)c1ccc(NC(=O)CC23CC4CC(CC(Br)(C4)C2)C3)cc1 | i | 32.1
COc1cccc(CN2c3ccc(Br)cc3C(=O)CS2(=O)=O)c1 | i | 16.6
CC1CCN(C(=O)COC(=O)CNC(=O)C23CC4CC(CC(C4)C2)C3)CC1 | i | 27.8

Next part.
SMILES	T cell HTS	T cell HTS vesicle-bound %
COc1ccc(CNCc2ccc(OC)c3ccccc23)cc1	i	18.4
Cc1ccc(Cl)cc1N1C(=O)CC(Sc2ncccn2)C1=O (stereo unspecified)	i	53.4
Cc1ccc(NC(=S)N2CCN(S(=O)(=O)c3ccc(C)cc3)CC2)cc1	i	23.5
C[C@@H]1CN([C@H](C)CO)C(=O)Cc2cc(NS(=O)(=O)c3ccc(Cl)cc3)ccc2O[C@H]1CN(C)Cc1ccc(C(F)(F)F)cc1	i	50.9
Cc1oc2c(C)c3oc(=O)c(CCC(=O)NCCCN4CCOCC4)c(C)c3cc2c1C	i	37.9
Cc1ccc(Cl)cc1NS(=O)(=O)c1cn(C)nc1C	i	14.1
COc1ccc(C(=O)O)cc1S(=O)(=O)N1CCSCC1	i	58.8
COc1ccc(NC(=O)NNC(=O)C(C)Oc2ccc(C(C)C)cc2)c(OC)c1 (stereo unspecified)	i	67.4
COc1ccc(CN2CCN(Cc3ccco3)CC2)cc1OC	i	62.5
CCN(CC(=O)Nc1cc(Cl)ccc1-n1cncn1)Cc1nc2ccccc2c(=O)[nH]1	i	14.5

High-throughput results from PubChem BioAssay.

A portion of the library (hit frequency here may not be typical).
